Screens (PubChem BioAssay)
ALDH1A1 block: inhibitors of human aldehyde dehydrogenase 1A1 | P00352 | Purified ALDH1A1, NADH fluorescence, propionaldehyde substrate | Potency, µM (top dose mostly 75.3 µM), without a hit: at the highest dose activity, negative = inhibition, hits mostly inhibitors | 220,000 tested, 7.3% active | AID 1030; active = well fitted inhibition curve with a large enough effect, not every such curve was filed as active; inconclusive = small, poorly fitted or top-dose-only effect, or another doubt; inactive = no such curve, though single readings can be large or run the other way;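 also: plate controls were no enzyme wells and a reference inhibitor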
LMNA splice mod: changes lamin A minigene splicing in HeLa cells. HeLa LMNA splicing GFP/RFP minigene ratio, 48 h. Potency, µM (highest dose often 46.1 µM), for the others: at the highest dose ratio change, negative = inhibition, usual class: inhibitors. 200,000 tested, 0.01% active; active = well fitted inhibition curve with a large enough effect in the signal ratio, with a control signal flat, not every such curve was filed as active; inconclusive = small, poorly fitted or top-dose-only effect, or effect the other way, or a change in a side signal; the % refers to the signal ratio; also: % is scaled to controls: 0 for no effect and ±100 for the full control effect
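S3 HeLa stable clones carrying a lamin A-EGFP splicing minigene plus DsRed2 were seeded at 600 cells/well in Opti-MEM with 2% FBS, pin-dosed and incubated 48 h at 37°C. Acumen cytometry (488 nm) gave the GFP/RFP total-intensity ratio.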
SMN2 splice up: increases expression of the SMN2 splice variant; HEK293 SMN2-luciferase splicing reporter, luminescence, 30-36 h; Potency, µM (series often up to 46.1 µM), for the others: at the top dose activity change, positive = activation, most hits filed as activators; 210,000 tested, 2.8% active; also: % of control where 0% means no effect; nearly all actives have a fitted effect of over 55% in size
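HEK293 cells carry an SMN2 […]–luciferase reporter in which exon 7 inclusion puts luciferase in frame. Cells were plated 10-12 h before compound addition, then incubated 30-36 h at 37C. ONE-Glo luminescence was read; sodium butyrate at 4.5 mM final served as control.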
Luc counter: Kinase-Glo luciferase inhibition (counter-screen); Q27757; Kinase-Glo luciferase, ATP luminescence, 8 min; Potency, µM (series often up to 38.3 µM), without a hit: at the highest dose activity change, negative = inhibition, actives largely listed as inhibitors; 200,000 tested, 0.28% active; also: % is scaled to controls: 0 for no effect and ±100 for the full control effect; nearly all actives have a fitted effect of over 60% in size
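Compounds were added to a substrate mix at pH 7.2 (50 mM imidazole, 10 uM ATP, within the enzyme's linear range), followed by Kinase-Glo detection reagent; luminescence was measured after 8 minutes at ambient temperature.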
Tau fibril ThT: tau fibrillization inhibition (ThT binding); recombinant tau K18 P301L (four-repeat tau fragment), heparin-induced fibrillization, ThT fluorescence; Potency, µM (series often up to 57.4 µM), for the others: top-dose activity, negative = inhibition, hits mostly inhibitors; 270,000 tested, 2.1% active; AID 1460; also: % is scaled to controls: 0 for no effect and ±100 for the full control effect; nearly all actives have a fitted effect of over 55% in size
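Aggregation was driven by heparin (20 uM final) acting on recombinant tau […] bearing P301L in 100 mM sodium acetate pH 7; fibrils were detected with Thioflavin T.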
L3MBTL1 inh: blocks human L3MBTL1; Q9Y468; AlphaScreen L3MBTL1–H3K9me1 peptide binding; Potency, µM (titrated, usually from 57.1 µM), for inactives: at the top dose activity, negative = inhibition, hits mostly inhibitors; 230,000 tested, 0.66% active; AID 485360; also: % is scaled to controls: 0 for no effect and ±100 for the full control effect; nearly all actives have a fitted effect of over 60% in size
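L3MBTL1 (50 nM) pre-complexed 30 min with biotinylated H3(1-15)K9me1 peptide (75 nM), then compounds added for 30 min at room temperature; AlphaScreen streptavidin donor/nickel chelate acceptor beads (10 ug/mL final) read after 30 min dark incubation.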
RECQ1 inh: inhibitors of human RECQ1 DNA helicase; P46063; RECQ1 DNA unwinding, red fluorescence kinetic read; Potency, µM (series often up to 57.3 µM), inactives show at the highest dose activity, negative = inhibition, hits mostly inhibitors; 240,000 tested, 0.54% active; AID 2549;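 also: plate controls were vehicle for no effect and no enzyme for full effect; nearly all actives have a fitted effect of over 30% in size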
Target sequence (P46063 whole entry, looked up): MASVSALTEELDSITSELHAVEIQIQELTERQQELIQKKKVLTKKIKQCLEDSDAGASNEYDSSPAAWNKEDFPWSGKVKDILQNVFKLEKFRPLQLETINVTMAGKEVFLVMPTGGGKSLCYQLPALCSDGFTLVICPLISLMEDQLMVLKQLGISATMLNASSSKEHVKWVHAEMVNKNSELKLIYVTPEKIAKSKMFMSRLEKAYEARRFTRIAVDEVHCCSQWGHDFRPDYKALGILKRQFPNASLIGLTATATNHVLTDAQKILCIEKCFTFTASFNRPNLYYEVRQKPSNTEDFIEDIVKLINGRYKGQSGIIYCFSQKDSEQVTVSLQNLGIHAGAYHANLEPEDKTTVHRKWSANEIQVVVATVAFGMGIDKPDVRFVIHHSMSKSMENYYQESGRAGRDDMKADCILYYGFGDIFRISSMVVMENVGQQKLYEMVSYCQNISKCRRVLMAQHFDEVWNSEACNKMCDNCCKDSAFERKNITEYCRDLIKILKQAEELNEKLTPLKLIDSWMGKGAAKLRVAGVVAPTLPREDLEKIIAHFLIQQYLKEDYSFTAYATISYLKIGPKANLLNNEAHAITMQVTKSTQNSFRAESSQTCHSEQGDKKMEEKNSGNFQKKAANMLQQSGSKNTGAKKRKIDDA
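RECQ1T1 50 nM; forked duplex (20 bp + 30-nt ss tails) 200 nM, ATP 2 mM final; pH 8.0, 2 mM MgCl2, 2.5 ug/ml poly(dI-dC); 15 min compound preincubation; discontinuous kinetic read over 2 h at RT.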
KDM4E inh: JMJD2E (human) inhibition; B2RXH2; JMJD2E catalytic domain, FDH-coupled NADH fluorescence (FDH is formaldehyde dehydrogenase); Potency, µM (titrated, usually from 57.1 µM), for the others: top-dose activity change, negative = inhibition, most hits filed as inhibitors; 230,000 tested, 1.6% active; AID 2147; active = well fitted inhibition curve with a large enough effect, not every such curve was filed as active; inconclusive = small, poorly fitted or top-dose-only effect, or another doubt; inactive = no such curve, though single readings can be large or run the other way;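 also: 0% = wells with enzyme and -100% = buffer wells without enzyme; nearly all actives have a fitted effect of over 50% in size; many of its hits are not listed in these tables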
Target sequence (B2RXH2 1-337 limits assumed): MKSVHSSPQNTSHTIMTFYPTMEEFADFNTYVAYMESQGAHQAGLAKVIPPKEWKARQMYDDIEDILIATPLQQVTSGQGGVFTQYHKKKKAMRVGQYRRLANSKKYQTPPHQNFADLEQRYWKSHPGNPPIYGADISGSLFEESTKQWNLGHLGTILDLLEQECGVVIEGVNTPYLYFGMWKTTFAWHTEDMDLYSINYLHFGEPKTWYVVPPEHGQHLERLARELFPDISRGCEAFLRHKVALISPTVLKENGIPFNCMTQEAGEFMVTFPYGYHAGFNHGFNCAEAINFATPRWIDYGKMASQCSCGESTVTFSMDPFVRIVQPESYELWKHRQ
The depositor's hits bear a star; i = inactive; ? = inconclusive; / = not tested or not shown; [ ] = dose if it differs, or a comment. Unless noted, calls follow the shape of the dose curve; as a rule, active = well fitted curve in the direction sought with a large enough effect; inconclusive = small, poorly fitted or top-dose-only effect, or another doubt; inactive = no such curve, though single readings can be large; an effect the other way counts as inactive or inconclusive. Potency is read from the fitted curve at half-maximal effect. Some of the compounds tested; the hit share may differ from the screen's.

structure	LMNA splice mod	ALDH1A1 block	L3MBTL1 inh	Tau fibril ThT	SMN2 splice up	KDM4E inh	RECQ1 inh	Luc counter
COc1ccc(NC(=O)C2CCCN(S(=O)(=O)c3cccs3)C2)cc1OC (stereo not given)	-8%	5%	/	-16%	-19%	1%	-8%	-4%
Cc1ccc(N2C(=O)C(CN3CCOCC3)C2c2ccccc2)cc1 (stereo not given)	/	10%	10%	5%	-14%	-1%	6%	3%
O=C(N/N=C/c1ccc(OC(F)F)cc1)c1cccc(S(=O)(=O)N2CCOCC2)c1	?	10%	-2%	7%	-4%	-10%	i	1%
Cc1cc(C(=O)Nc2ccccc2C(F)(F)F)no1	1%	10%	3%	-8%	-5%	3%	-8%	-5%
O=C(O)CCCC(=O)Nc1ccccc1C(=O)O	7%	-5%	6%	-5%	3%	-6%	-1%	-4%
CCC1SC(CC)C(=O)N(CC(=O)NC2CCCCC2)C1=O (stereo not given)	/	-2%	2%	5%	15%	12%	13%	2%
O=c1[nH]c2cc3c(cc2cc1C(c1nnnn1CC1CCCO1)N1CCCCCC1)OCO3 (stereo not given)	-8%	?	-6%	?	8%	-8%	-4%	0%
CC(=O)N(c1ccccc1)C(C)c1nc(C#N)c(C#N)nc1C (stereo not given)	?	6%	-13%	?	0%	1%	-5%	-5%
CCSc1ccccc1C(=O)NCc1ccc(S(N)(=O)=O)cc1	2%	-11%	4%	-8%	-7%	1%	i	2%
CC1C(=O)CC(c2ccc([N+](=O)[O-])cc2)NC1c1ccc([N+](=O)[O-])cc1 (stereo not given)	?	-4%	-14%	-13%	/	0%	-9%	-2%
CCCCN1c2cc(C)c(O)cc2C(C(=O)OCC)C1C (stereo not given)	-2%	12%	/	-9%	-3%	-4%	-4%	-5%
COc1ccc(C2=NCC(CSc3nnnn3C)S2)cc1 (stereo not given)	?	?	2%	?	-19%	?	-3%	-3%
C=CCn1c(SCC(=O)Nc2ccc3c(c2)OCCO3)nnc1-c1ccccn1	2%	?	-3%	-11%	-16%	1%	-5%	-5%
O=C(CCc1nc(-c2ccccc2F)no1)Nc1ccc(Oc2ccccc2)cc1	?	?	41%[activator]	7%	-47%[inhibitor]	5%	-15%	-3%
CC(=O)c1cc(C(c2csc(C(C)=O)c2)c2csc(C(C)=O)c2)cs1	-10%	0%	-20%	7%	4%	4%	3%	0%
N=C1C(c2ccccc2)=C(O)CN1c1cccc(S(N)(=O)=O)c1	-9%	7%	2%	2%	-3%	8%	-6%	0%
CN(C)CCNc1ccc(Cl)cc1[N+](=O)[O-]	-1%	18%	-6%	-19%	13%	2%	-6%	3%
COc1ccccc1NC(=O)C1CCCCN1S(=O)(=O)c1ccc(F)cc1 (stereo not given)	?	-7%	-2%	-7%	-15%	1%	0%	-4%
O=C(CSc1nnc(-c2ccccc2)o1)NCC1CCCCC1	?	-10%	18%	-4%	-12%	-1%	i	-2%
CCOC(=O)C1=C(C)Nc2nc(SCc3cccnc3)nn2C1c1ccc(OC)cc1 (stereo not given)	-4%	9%	-2%	2%	-28%	11%	-2%	0%
COc1cccc(-n2cnc3sc(C)c(C)c3c2=O)c1	?	-4%	3%	-2%	17%	-3%	-20%	2%
O=C(NCc1ccco1)C12CN(Cc3ccccc3)CC1C(c1cccc([N+](=O)[O-])c1)=NO2 (stereo not given)	5%	-6%	-9%	-16%	-14%	2%	i	-4%
COc1ccc(S(=O)(=O)c2ccc(O)cc2)cc1	-10%	6%	/	-8%	8%	-2%	-10%	-8%
COc1ccc(-c2c(C#N)c(N)n(N)c(=O)c2C#N)cc1Cl	/	2%	1%	?	4%	?	-8%	0%
O=C(COC(=O)CCN1C(=O)c2cccc([N+](=O)[O-])c2C1=O)NC1CCS(=O)(=O)C1 (stereo not given)	?	10%	9%	-1%	4%	-4%	-14%	-1%
Cc1ccc(C(=O)NNC(=O)CSc2nnc3c(n2)[nH]c2ccc(F)cc23)cc1	?	-7%	3%	-2%	-5%	-10%	-1%	-2%
Cc1cc(S(=O)(=O)NCc2ccccc2)ccc1OCC(=O)Nc1cccc([N+](=O)[O-])c1	-14%	?	-23%	-1%	?	4%	-6%	5%
O=C(O)CCC(=O)Nc1ccc(/C=C/C(=O)C2CC2)cc1	/	-46%	-11%	-12%	/	1%	-12%	-1%
Cn1c(NC(=O)c2cccc(C(F)(F)F)c2)cc(=O)n(C)c1=O	?	6%	22%	-3%	8%	3%	-5%	1%
Cn1cccc1CC(=O)NNC(=O)Nc1ccc(Cl)cc1	?	-7%	0%	0%	-1%	4%	-12%	2%
COc1ccccc1CCNC(=O)c1cnn2c(C(F)F)cc(C)nc12	-9%	7%	12%	-9%	5%	-5%	3%	4%
Cc1nc(=O)c(-c2ccccc2)c(C)n1-c1ccc(C(=O)O)cc1	-1%	14%	5%	-2%	1%	3%	8%	-3%
O=C(CSc1cccc[n+]1[O-])c1ccc(Cl)s1	4%[46 µM]	2%	4%	-7%	8%	4%	-4%	-1%
COc1ccc(-c2cc(C3CCN(c4cc(Cl)nc(N)n4)CC3)[nH]n2)cc1	?	0%	-9%	1%	-38%[inhibitor]	4%	8%	-2%
CC(C)(C)S(=O)(=O)Cc1nc(-c2ccc(Cl)c(Cl)c2)cs1	/	2%	9%	-14%	/	-1%	-5%	/
CC(NC(=O)OC(C)(C)C)C(=O)Oc1cc2oc(=O)cc(-c3ccccc3)c2cc1Cl (stereo not given)	-29%	?	14%	-15%	-9%	?	4%	0%
Cc1ccc2nc(NC(=O)COC(=O)c3ccccn3)sc2c1	/	-7%	/	?	?	-6%	-2%	-2%
COc1cccc(C(=O)N(c2ccc(OC)cc2OC)C2C=CS(=O)(=O)C2)c1 (stereo not given)	6%	1%	7%	4%	2%	-11%	-13%	2%
COc1ccccc1CN(C)C(=O)c1ccc2c(c1)NC(=O)CS2	4%	-14%	/	-6%	-28%	1%	i	-2%
COC(=O)c1ccccc1NC(=O)c1ccccc1NS(C)(=O)=O	5%	-2%	9%	-3%	8%	-16%	2%	7%
CCn1ccnc1CN1CCN(CC=C(C)C)C(CCO)C1 (stereo not given)	-1%[46 µM]	3%	0%	-4%	/	3%	-9%	0%
O=C(CN1CCCCC1)N1CCCc2c1c(=O)oc1ccc(OCc3ccccc3)cc21	4%	?	-18%	-9%	-27%	?	0%	0%
COc1ccccc1/C=C/C(=O)NCC(=O)N/N=C/c1ccc2c(c1)OCO2	/	-9%	/	?	-10%	?	i	-3%
CCNC(=O)COC(=O)c1cc(S(=O)(=O)N2CCCCC2)ccc1C	/	/	-8%	-4%	/	5%	-4%	/
Cc1c(C(=O)Nc2ccc(F)cc2)oc2ccc(S(=O)(=O)N3CCC4(CC3)OCCO4)cc12	?	?	-6%	-2%	-47%[inhibitor]	?	-15%	-5%
CCN(CC)S(=O)(=O)c1ccc2c(c1)c(=O)c(C(=O)NCCCN(C)c1ccccc1)cn2C	-2%	4%	11%[11.4 µM]	-5%	11µM*	-5%	-4%	0%
CCCCOC(=O)c1ccc(NC(=O)c2ocnc2C)cc1	8%	?	-4%	-1%	-8%	-3%	-5%	-5%
O=C1OC(c2cccs2)=N/C1=C\c1ccc(-c2cccc(Cl)c2)o1	2%	?	-10%	?	9%	4%	-6%	0%
CNC(=O)COC(=O)c1cc(-c2ccccc2)nn1-c1ccccc1	16%[46 µM]	-7%	7%	-5%	3%	1%	?	-1%
CCOCCOc1cccc(C(=O)NC(c2ccccc2)C(C)C)c1 (stereo not given)	-17%[46 µM]	?	-2%[11.4 µM]	1%	3%	0%	i	1%
CC1CCN(C2=NC(=O)/C(=C/c3cn[nH]c3-c3ccccc3)S2)CC1	-15%	?	0%	10%	-21%	-1%	-9%	-3%
Cc1cccc(C)c1N1C(=O)c2ccccc2C1=O	4%	7%	3%	-12%	-3%	9%	-7%	15%
CC1CCCC(CC(=O)O)(CC(=O)O)C1 (stereo not given)	/	5%	5%	4%	/	-3%	-8%	/
O=C(Nc1nc2c(Cl)ccc(Cl)c2s1)c1ccco1	0%	-11%	/	-11%	14%	-15%	-13%	-2%
CCCCNC(=O)c1c[nH]c2ccc(S(=O)(=O)N3CCOCC3)cc2c1=O	30%[46 µM]	?	6%	5%	-20%	?	0%	0%
Nc1nc(NCc2ccco2)nc(N2CCN(Cc3ccccc3)CC2)c1[N+](=O)[O-]	/	-5%	?	-20%	/	7%	-1%	/
CCn1c(SCC(=O)Nc2cccc(NC(=O)c3cccs3)c2)nnc1-c1ccncc1	?	-17%	6%	-11%	/	2%	-1%	/
Cc1ccc(S(=O)(=O)N(CC(=O)N2CCC(C)CC2)c2ccccc2)cc1	/	2%	-3%	2%	/	0%	-7%	-3%
O=C(CSc1nc2cc(Cl)ccc2s1)NC(=O)NCc1ccco1	21%	0%	?	-3%	-6%	2%	-26%	-3%
CN(C)c1ccc(/C=N/NC(=O)C2CC2c2ccccc2)cc1 (stereo not given)	/	?	-23%	?	/	389%[activator]	-2%	1%
COc1ccc2c(c1)SCC(=O)N2C	?	10%	-24%	-5%	16%	1%	4%	-1%
CC(=O)Nc1cccc(OCc2c(F)cccc2Cl)c1	/	-1%	6%	9%	/	4%	i	/

Record cards, as listed above. Screens in order: LMNA splice mod	ALDH1A1 block	L3MBTL1 inh	Tau fibril ThT	SMN2 splice up	KDM4E inh	RECQ1 inh	Luc counter
`CC1CCN(C2=NC(=O)/C(=C/c3cn[nH]c3-c3ccccc3)S2)CC1` across the screens: -15%	?	0%	10%	-21%	-1%	-9%	-3%
`CC(=O)Nc1cccc(OCc2c(F)cccc2Cl)c1` across the screens: /	-1%	6%	9%	/	4%	i	/
